Pf growth 48h = inhibits P. falciparum growth in the first generation, 48 h. P. falciparum luciferase growth in erythrocytes, 48 h. Potency, µM (highest dose often 28.7 µM), inactives show at the top dose activity change, negative = inhibition, hits mostly inhibitors. 310,000 tested, 5.9% active. AID 504832; also: potency is read from the fitted curve at half-maximal effect; % is scaled to controls: 0 for no effect and ±100 for the full control effect
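First compound was added to culture medium, then infected red cells at 0.1% parasitemia and 2% hematocrit (final). After incubation at 37 C under 5% CO2, luciferase detection reagent was dispensed and light output recorded.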
HCV inh = blocks hepatitis C virus; Huh7.5.1 HCVcc-Cre infection, luciferase reporter, 44 h; Potency, µM (top dose mostly 41.8 µM), without a hit: at the highest dose activity change, negative = inhibition, usual class: inhibitors; AID 651820; 340,000 tested, 3.4% active; also: potency is read from the fitted curve at half-maximal effect; % is scaled to controls: 0 for no effect and ±100 for the full control effect
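Compounds are dispensed onto cells plated 4 h earlier at 1,000 per well, with HCVcc-Cre virus (about 0.5 moi) added next. Following 44 h of culture, luminescent signal is measured for 15 sec after 15 min with substrate at room temperature.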
Cycloheximide cs = counter-screen for Shiga toxin inhibitors: cycloheximide protein synthesis inhibition | max response, % | 300,000 tested, 12% active | AID 2314 | cell reporter, cycloheximide protein synthesis inhibition counterscreen; in the data active = max response mostly above about 13%, no sharp cut-off; inactive = mostly below about 14%; also: read at 38.3 µM for the half of the compounds with a filed dose; 0% is about no effect
Pf growth 96h = P. falciparum growth inhibition at 96 hours; AID 504834; P. falciparum luciferase reporter growth, 96 h; Potency, µM (doses to about 28.7 µM), without a hit: at the highest dose activity change, negative = inhibition, most hits filed as inhibitors; 320,000 tested, 6.9% active; also: potency is read from the fitted curve at half-maximal effect; % is scaled to controls: 0 for no effect and ±100 for the full control effect
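Plates of compound plus infected erythrocytes (2% hematocrit, 0.05% parasitemia final) incubate 96 hours, 37 C, 5% CO2. Detection reagent added; reduced luminescence from the parasites' luciferase reporter flags inhibition.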
Shiga toxin inh = Shiga toxin inhibition. Vero cells, Shiga toxin protein synthesis inhibition reporter. inhibition, % at 38.7 µM. 290,000 tested, 9.2% active; in the data active = inhibition mostly above about 28%, no sharp cut-off; inactive = mostly below about 43%; also: 0% is about no effect
FBPA Giardia inh = inhibitors of Giardia lamblia fructose-1,6-bisphosphate aldolase; purified Giardia FBPA; Potency, µM (top dose mostly 59.6 µM), inactives show top-dose activity, negative = inhibition, usual class: inhibitors; 290,000 tested, 0.71% active; also: potency is read from the fitted curve at half-maximal effect; % is scaled to controls: 0 for no effect and ±100 for the full control effect; nearly all actives have a fitted effect of over 55% in size
Target sequence (A8B2U2 whole entry, looked up): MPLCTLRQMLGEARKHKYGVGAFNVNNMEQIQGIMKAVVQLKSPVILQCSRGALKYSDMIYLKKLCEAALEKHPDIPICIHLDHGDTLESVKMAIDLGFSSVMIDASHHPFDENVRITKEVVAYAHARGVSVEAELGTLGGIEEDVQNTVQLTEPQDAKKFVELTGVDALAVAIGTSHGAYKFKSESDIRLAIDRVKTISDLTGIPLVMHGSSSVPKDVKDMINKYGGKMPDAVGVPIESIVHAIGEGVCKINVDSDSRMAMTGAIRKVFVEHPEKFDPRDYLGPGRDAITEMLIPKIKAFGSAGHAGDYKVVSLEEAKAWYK
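Giardia FBPA (40 nM reagent) was preincubated 10 min at RT with compound (up to 57.5 uM final), then substrate plus GAPDH/TPI/NAD/arsenate coupling system with diaphorase/resazurin was added; resorufin fluorescence (525/598 nm) was read after 20 min.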
* hit, by the source's call; ? = inconclusive; / = not tested or not shown; & = joins results of further samples; [ ] = remark or other dose. Unless noted, calls follow the shape of the dose curve; as a rule, active = well fitted curve in the direction sought with a large enough effect; inconclusive = small, poorly fitted or top-dose-only effect, or another doubt; inactive = no such curve, though single readings can be large; an effect the other way counts as inactive or inconclusive.

#1 CC(=O)Oc1ccc2nc(-c3ccc(Br)o3)oc(=O)c2c1
#2 O=C(Nc1c[nH]c(=O)[nH]c1=O)c1ccccc1Cl
#3 O=C(NNC(=O)c1ccc(-c2ccccc2)cc1)c1ccccc1
#4 Cc1cccc(N2CCN(C(=O)c3ccc(CNc4c(N5CCC(C)CC5)c(=O)c4=O)cc3)CC2C)c1 (stereo not drawn)
#5 COc1ccc(NC(=O)C2=CCN(S(=O)(=O)c3ccccc3)CC2)cc1OC
#6 CCN(CC)C(=O)c1cccc(NC(=O)c2cc(-c3ccccn3)nc3ccccc23)c1
#7 Cc1nn(CC(C)C(=O)N2CCN(S(=O)(=O)c3ccc(Cl)cc3)CC2)c(C)c1C (stereo not drawn)
#8 CCn1c(C)c2c([n+]1CC)CC(C)(C)CC2=O
#9 C=CCC1(Cl)C(=O)C(Cl)=C(N2CCN(C)CC2)C1(OC)OC (stereo not drawn)
#10 COC(=O)C1=C(c2ccc(C(C)=O)cc2)C[C@@H]2CC[C@H]1N2C(=O)NCC1CC1
Compound	1	2	3	4	5	6	7	8	9	10
Pf growth 48h	13%	16%	94%[activator]	?	?	5%	?	/	2%	22%
HCV inh	-4%	-27%	?	?	1%	?	-1%	25%	6%	-10%
Cycloheximide cs	0	-3	20*	8	-3	/	-2	-4	-4	/
Pf growth 96h	107%[activator]	403%[activator]	?	?	?	-10%	-18%	-12%	?	7%
Shiga toxin inh	-2	-4	67*	-7	2	/	-4	-14	1	/
FBPA Giardia inh	3%	-1%	3%	11%	0%	/	8%	3%	3%	/

Part of the list above, showing only Pf growth 48h and FBPA Giardia inh:
| item | Molecule | Pf growth 48h | FBPA Giardia inh |
| --- | --- | --- | --- |
| 9 | C=CCC1(Cl)C(=O)C(Cl)=C(N2CCN(C)CC2)C1(OC)OC (stereo not drawn) | 2% | 3% |
| 5 | COc1ccc(NC(=O)C2=CCN(S(=O)(=O)c3ccccc3)CC2)cc1OC | ? | 0% |
| 2 | O=C(Nc1c[nH]c(=O)[nH]c1=O)c1ccccc1Cl | 16% | -1% |
| 8 | CCn1c(C)c2c([n+]1CC)CC(C)(C)CC2=O | / | 3% |

The list continues:
#11 O=C(NCCN1CCOCC1)c1cc(-c2ccccc2)on1
#12 COc1ccc(-c2cc(C)no2)cc1S(=O)(=O)NCCCN1CCCCCC1
#13 Cc1cccc(N2CC(C(=O)Nc3nnc(SCC(=O)N4CCOCC4)s3)CC2=O)c1 (stereo not drawn)
#14 O=C(NCCN1CCOCC1)c1ccccc1[N+](=O)[O-]
#15 COc1cc(OC)cc(C(=O)NNC(=S)NCc2ccco2)c1
#16 CCC1=C(OC(=O)N(CC)CC)N2C(=O)OC(=NCC(=O)OC)[C@]2(Cc2ccccc2)[C@H]2C1=CC[C@H]1C(=O)N(CC(=O)OC)C(=O)[C@H]12
#17 Nc1ccn(Cc2cccc(Cl)c2)n1
#18 Cc1c(C)n(CCCN(C)C)c2ncnc(Nc3ccc(F)cc3)c12
#19 Cc1ccc(NCc2ccc(O)c3ncccc23)cc1C
#20 Cc1[nH]c2ccccc2c1/C=N/NC(=O)CNC(=O)c1cccs1
Compound	11	12	13	14	15	16	17	18	19	20
Pf growth 48h	59%[activator]	?	?	2%	14%	12µM*	0%	14%	84%[activator]	-8%
HCV inh	-14%	-27%	-3%	2%	-25%	29%	-3%	?	?	3%
Cycloheximide cs	22*	7	-2	1	-4	-5	7	7	36*	3
Pf growth 96h	/	21%	?	4%	?	?	2%	22%	?	-2%
Shiga toxin inh	74*	-5	-10	28	-33	-9	-1	-3	54*	14
FBPA Giardia inh	0%	-18%	?	4%	5%	-5%&-4%	0%	4%	-6%	-4%

#21 CN(C)S(=O)(=O)c1ccc(NC(=S)NC(=O)C2CCC2)cc1
#22 Cc1ccc(SC(C)C(=O)N2CCN(c3ccccc3)CC2)cc1 (stereo not drawn)
#23 CCOC(=O)N1CCN(S(=O)(=O)c2ccc3[nH]c(=O)sc3c2)CC1
#24 COc1cc(OC)cc(N2C(=O)CSCC2=O)c1
#25 COC(=O)CNC(=O)COC(=O)/C=C/c1cccs1
#26 CCOC(=O)c1sc2nc(C(C)C)c3c(c2c1N)CC(C)(C)OC3
#27 CCCCCOc1ccc(NC(=O)C(=O)NCC2CCCN2CC)cc1 (stereo not drawn)
#28 CNC(=O)C(=O)Nc1ccc2c(c1)N(S(=O)(=O)c1cccs1)CCC2
#29 C[C@H](NC(=O)C1CCN(S(=O)(=O)c2ccccc2)CC1)C(=O)NCc1ccccn1
#30 Cc1ccc(C)c(OCCC(=O)OCC(=O)NCCNC(=O)COC(=O)CCOc2cc(C)ccc2C)c1
Compound	21	22	23	24	25	26	27	28	29	30
Pf growth 48h	9%	27%	15%	2.6µM*	31%[activator]	/	-24%	-25%	17%	-1%
HCV inh	11%	19%	11%	17%	9%	9%	?	7%	4%	-22%
Cycloheximide cs	9	4	-3	-1	1	-7	9	/	-6	/
Pf growth 96h	37%[activator]	8.3µM*	17%	25%	12%	11%	61%[activator]	12%	?	0%
Shiga toxin inh	13	9	-3	2	32	-10	-5	/	-5	/
FBPA Giardia inh	-9%	5%	26%	0%	1%	-2%	9%	/	/	/

Fetched one by one from the entries so far (six):
#30 Cc1ccc(C)c(OCCC(=O)OCC(=O)NCCNC(=O)COC(=O)CCOc2cc(C)ccc2C)c1
#21 CN(C)S(=O)(=O)c1ccc(NC(=S)NC(=O)C2CCC2)cc1
#29 C[C@H](NC(=O)C1CCN(S(=O)(=O)c2ccccc2)CC1)C(=O)NCc1ccccn1
#26 CCOC(=O)c1sc2nc(C(C)C)c3c(c2c1N)CC(C)(C)OC3
#25 COC(=O)CNC(=O)COC(=O)/C=C/c1cccs1
#24 COc1cc(OC)cc(N2C(=O)CSCC2=O)c1
Compound	30	21	29	26	25	24
Pf growth 48h	-1%	9%	17%	/	31%[activator]	2.6µM*
HCV inh	-22%	11%	4%	9%	9%	17%
Cycloheximide cs	/	9	-6	-7	1	-1
Pf growth 96h	0%	37%[activator]	?	11%	12%	25%
Shiga toxin inh	/	13	-5	-10	32	2
FBPA Giardia inh	/	-9%	/	-2%	1%	0%

Following part:
#31 COc1ccc(-c2cccc(NS(=O)(=O)c3cccc([N+](=O)[O-])c3)c2)nn1
#32 Cc1cc(=O)c2c(o1)CC(C)(C)CC2=O
#33 O=C1CCCN1c1ccc(S(=O)(=O)N2CCCCC2)cc1[N+](=O)[O-]
#34 C/C(Cc1ccccc1)=N\NC(=O)CNC(=O)c1ccc(Br)cc1
#35 CC(=O)Nc1ccc(S(=O)(=O)NCC2CCC(C(=O)NCCCN(C)Cc3ccccc3)CC2)cc1 (stereo not drawn)
#36 Cc1cc(C)c(OCC(=O)N2CCN(c3ncc(C(F)(F)F)cc3Cl)CC2)c(C)c1
#37 CCOC(=O)C(C)n1cnc2c(nnn2-c2cccc(OC)c2)c1=O (stereo not drawn)
#38 CCn1ncc(C2=NOC(C(=O)Nc3cccc(O)c3)C2)c1C (stereo not drawn)
#39 CCCCCCCCCCOc1cc(OCCCCCCCCCC)cc(N(CC(=O)O)CC(=O)O)c1
#40 O=c1cc2c(nn1Cc1cccc([N+](=O)[O-])c1)-c1ccccc1CC2
Compound	31	32	33	34	35	36	37	38	39	40
Pf growth 48h	-18%	/	28%	2%	?	15%	70%[activator]	?	/	-14%
HCV inh	?	-3%	10%	4%	-2%	/	-2%	12%	/	13µM*
Cycloheximide cs	/	-3	-3	-3	3	-2	35*	6	-6	-4
Pf growth 96h	1%	30%	-7%	21%	?	28%	-28%	?	/	?
Shiga toxin inh	/	19	14	-5	-14	21	41*	-2	20	-27
FBPA Giardia inh	/	2%	1%	1%	-1%	/	0%	4%	-4%	-2%

#41 CC(C)n1cnc2c(Nc3cccc(Cl)c3)nc(N(CCO)CCCO)nc21
#42 O=C(CCC1CCCC1)N1CCN(S(=O)(=O)c2ccc(Br)cc2)CC1
#43 COc1ccc(C(=O)N/N=C(\C)c2ccc3c(c2)C2C=CCC2C(c2ccccc2)N3)cc1 (stereo not drawn)
#44 COc1ccc(C2C=C(c3cccs3)Nc3nc(CCCO)nn32)cc1 (stereo not drawn)
#45 CN(C(=O)COC(=O)c1ccccc1NCCO)C1CCS(=O)(=O)C1 (stereo not drawn)
#46 CCOC(=O)c1c(NC(=O)COC(=O)/C=C/c2ccco2)sc2c1CC(C)(C)NC2(C)C
#47 Cc1nc(SCc2ccccc2)c2ccsc2n1
#48 Cc1cc(/C=N/O)c(C)n1-c1ccc(Br)cc1
#49 COc1ccc(CC(=O)Nc2cccnc2)cc1
#50 CCNC(=O)CC1SC(=Nc2cccc3ccccc23)N(C)C1=O (stereo not drawn)
Compound	41	42	43	44	45	46	47	48	49	50
Pf growth 48h	7.4µM*	?	1µM*	0%	-19%	-11%	2%	?	11%	20%
HCV inh	?	7%	-11%	/	10%	-3%	?	2%	7%	-4%
Cycloheximide cs	-7	/	20*	15	/	/	-1	6	-4	-2
Pf growth 96h	?	?	47%[activator]	19%	0%	?	14%	?	?	-19%
Shiga toxin inh	-2	/	31	93	/	/	-5	-3	-15	-8
FBPA Giardia inh	?	/	?	-22%	/	/	1%	-12%	-2%	-25%

#51 O=C(C1=C(O)C(=O)N(Cc2ccco2)C1c1cccc(O)c1)c1ccco1 (stereo not drawn)
#52 COC(=O)[C@H](CCSC)NC(=O)Nc1ccc(C)c(C)c1
#53 Cc1[nH]c2ccccc2c1CCNS(=O)(=O)c1ccc(S(N)(=O)=O)cc1
#54 CCOC(=O)c1ccc(-c2ccc(C=O)o2)cc1
#55 C=C(C)c1cccc(C(C)(C)NC(=O)NCc2ccncc2)c1
#56 CCC(SC1=N/C(=C/c2ccccc2OC)C(=O)N1c1ccccc1)C(=O)Nc1cc(C)on1 (stereo not drawn)
#57 COc1ccc(CCN2CC(C(=O)N(C)CCOc3ccccc3)CCC2=O)cc1 (stereo not drawn)
#58 S=c1[nH]nc(-c2ccccc2)n1CC1CCCO1 (stereo not drawn)
#59 COc1ccc(S(=O)(=O)Nc2nccs2)cc1OC
#60 COc1ccc(S(=O)(=O)Nc2ccc3c(c2)OCO3)cc1C(=O)O
#61 CC(=O)c1c(C(C)=O)c(C)n(-c2ccc(C)c(NC(=O)c3ccccc3Cl)c2)c1C
#62 NC(=S)NNC(=O)c1cc(C(F)(F)F)cc(C(F)(F)F)c1
#63 CCCOc1ccc(/C=C/c2[nH]c(=O)[nH]c(=O)c2[N+](=O)[O-])cc1OCC
Compound	51	52	53	54	55	56	57	58	59	60	61	62	63
Pf growth 48h	26%	-11%	-20%	264%[activator]	13µM*	?	-12%	42%[activator]	18%	28%	?	3%	-8%
HCV inh	24%	8%	14%	0%	-3%	?	-4%	1%	-1%	3%	/	-1%	-17%
Cycloheximide cs	-1	1	-5	48*	0	-2	26*	1	1	4	-2	-2	-5
Pf growth 96h	-9%	?	15%	/	?	?	5%	/	64%[activator]	0%	2.9µM*	23%	?
Shiga toxin inh	4	46	-2	80*	19	-26	22	-15	-7	20	-5	-21	-8
FBPA Giardia inh	-19%	20%	3%	-2%	-4%	-7%	/	-9%	1%	-10%	-9%	-3%	11%

Compound activity (PubChem BioAssay)
